# Compound activity as filed in PubChem BioAssay.
# KKLEB cytotox = reduces viability of KKLEB cystic fibrosis airway cells; KKLEB CF airway cells viability, ATPlite luminescence, overnight; hits give low values; cells stimulated with P. aeruginosa culture filtrate; activity change (cytotoxicity), % at 5 µM; hit rate 0.36% among 360,000;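 active = corrected activity change at or below -50% at 5 µM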
# NR2E3 ag-1 = activates human photoreceptor nuclear receptor NR2E3; GST-NR2E3/biotin-RetCOR TR-FRET, 1536-well; inhibition of corepressor binding, % at 4.78 µM; hit rate 0.12% among 320,000; AID 2300; Q9Y5X4;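 active = percent inhibition above the cutoff of mean plus 3 SD of all tested compounds, set per screening campaign, cut at about 20% in these data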;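 note: 0% = DMSO wells and 100% = biotin wells as full block of FRET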
# Target sequence (Q9Y5X4 whole entry, looked up): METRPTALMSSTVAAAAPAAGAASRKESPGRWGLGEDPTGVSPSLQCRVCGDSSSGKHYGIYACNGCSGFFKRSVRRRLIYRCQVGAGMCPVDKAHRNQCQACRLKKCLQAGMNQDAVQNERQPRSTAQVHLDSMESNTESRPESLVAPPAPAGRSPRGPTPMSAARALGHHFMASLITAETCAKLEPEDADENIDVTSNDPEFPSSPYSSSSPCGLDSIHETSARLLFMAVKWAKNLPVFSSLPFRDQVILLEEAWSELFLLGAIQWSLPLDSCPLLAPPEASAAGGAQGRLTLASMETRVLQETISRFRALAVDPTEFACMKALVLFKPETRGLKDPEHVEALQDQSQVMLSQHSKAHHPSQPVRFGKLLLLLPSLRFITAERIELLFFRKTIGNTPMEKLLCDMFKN
#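 Material: NR2E3–RetCOR corepressor complex | Quantity: 1.35 nM GST-tagged NR2E3 final | Schedule: 5 h at 4 °C | Replication: Singlicate compound wells | Reagent: RetCOR corepressor, biotinylated, 7 nM | Controls: Biotin wells as high control, 0.6% DMSO wells as low control | Signal: TR-FRET, Eu(K)-anti-GST donor, streptavidin-D2 acceptor, ex 340, em 617/671 nm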
# CF NFkB inh = inhibitors of cystic fibrosis induced NF-kB; KKLEB NF-kB-GFP reporter, PAF-induced, GFP fluorescence overnight; inhibition, % at 5 µM; hit rate 0.86% among 360,000; AID 588850;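 active = at least 50% inhibition at 5 µM, scaled per plate between neutral and stimulator controls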;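 note: PAF is a Pseudomonas aeruginosa culture filtrate used as stimulus; plate controls were PAF-stimulated DMSO wells for no effect and unstimulated DMSO wells for full effect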
# TRPM1 prom inh = MITF TRPM1 promoter inhibition in SK-MEL-5 cells | AID 488899 | inhibition, % at 12.5 µM | hit rate 0.83% among 330,000 | SK-MEL-5 TRPM1 promoter luciferase, 24 h;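 active = mean inhibition across replicates of 60% or more, whatever share of single replicates reaches that level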; note: values of inactives mirror those of a sister screen read the other way
# NR2E3 ag-2 = activates human NR2E3 receptor; CHO-S Gal4-NCOR/VP16-NR2E3 two-hybrid, luciferase; inhibition of corepressor binding, % at 3.98 µM; Q9Y5X4; hit rate 0.35% among 360,000; AID 602229;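 active = inhibition above the mean of all tested compounds plus 3 SD, cut at about 70% in these data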;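 note: 0% = DMSO with NR2E3 transfected cells and 100% = cells lacking NR2E3 construct; higher means lower luciferase signal from less NR2E3 corepressor binding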
# C8 TRAIL sens = sensitizes caspase-8 expressing cells to TRAIL; NB7+C8 cells + TRAIL, ATPlite viability luminescence; inhibition (viability loss, TRAIL sensitization), % at 10 µM; hit rate 1% among 360,000;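 active = compounds causing at least 50% loss of cell viability in the single-dose screen, relative to plate controls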
# Peg3 prom inh = Peg3 promoter activity inhibition. hit rate 1.7% among 360,000. HeLa PEG-Prom luciferase reporter, luminescence, overnight. AID 588405. inhibition, % at 20 µM;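 active = inhibition of at least 50% at 20 µM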
# TROY signal inh = inhibitors of TROY-dependent NF-kB signaling; Q293 LMP1-TROYcd NF-kB luciferase reporter, 4 h; inhibition, % at 10 µM; hit rate 0.98% among 360,000; AID 1347056;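 active = compounds whose plate-normalised and pattern-corrected inhibition of the luciferase reporter signal at the single screening dose is 50% or more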
# HIF-2a inh = blocks HIF-2a reporter activity; inhibition, % at 18.8 µM; hit rate 0.72% among 360,000; 786-0 RCC cells HIF-2a reporter, luciferase luminescence, overnight;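 active = inhibition of the luminescence signal of 40% or more relative to plate controls, in a single-dose primary screen at 18.75 µM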
# TWEAK-Fn14 inh = TWEAK-Fn14 signaling inhibition. TWEAK-stimulated Fn14 reporter cells, luciferase luminescence, 8 h. inhibition, % at 10 µM. hit rate 2% among 360,000. AID 1159606; in the data active = inhibition above about 50%
# Shn3 inh set2 = inhibitors of Schnurri-3 3'UTR reporter in osteoblasts | Clone20 osteoblast Shn3 3'UTR firefly luciferase, 24 h | inhibition, % at 12.5 µM | hit rate 0.52% among 360,000;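 active = mean inhibition of at least 75% with every replicate also reaching 75%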;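 note: 0% = median of neutral control wells and 100% = pilot-screen positive control compound; some compounds past the cut are filed as inactive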
# Active calls of the source: *; · = not tested or not shown. Some of the compounds tested; rates above refer to the full screens.
Structure	KKLEB cytotox	NR2E3 ag-1	CF NFkB inh	TRPM1 prom inh	NR2E3 ag-2	C8 TRAIL sens	Peg3 prom inh	TROY signal inh	HIF-2a inh	TWEAK-Fn14 inh	Shn3 inh set2
Cc1ccc2nc(-c3ccc(NC(=O)CN4C(=O)NC(C)(c5ccc(OC(F)F)cc5)C4=O)cc3)sc2c1 (stereo not given)	4	0	3	-31	-131	28	-271	-3	-142	19	-6
NS(=O)(=O)c1ccc(NC(=O)COC(=O)c2cnccn2)cc1	-4	2	-2	1	-8	-3	-7	4	18	10	7
O=C(OCc1nnc(-c2ccccc2)o1)C1CC(=O)N(CCc2ccccc2)C1 (stereo not given)	0	4	-9	-29	-4	-16	-47	-32	-120	-23	-31
COc1ccc(NC(=O)C2CCC2)cc1S(=O)(=O)Nc1cc(C)ccc1Br	6	·	1	16	-14	-6	27	15	5	44	4
COc1cc(OC)cc(C2C(C#N)=C(N)Oc3n[nH]c(-c4cccnc4)c32)c1 (stereo not given)	-2	0	6	4	-11	-8	17	3	13	9	-20
COc1ccc(CNC(=O)COC(=O)c2ccc3ncsc3c2)cc1OC	-4	1	7	2	-17	-21	-8	-19	-10	-7	1
Cc1cc(C)nc(NC2=NCC(=O)N2c2ccccc2)n1	6	-1	-4	9	-5	-8	8	-12	12	3	-3
CCOc1ccc(C(=O)NC(Cc2ccccc2)C(=O)OC)cc1 (stereo not given)	5	2	-2	-49	-27	5	-141	-53	-122	-13	-54
COc1cc2c(cc1OC)C(C(=O)Nc1cccc(C)n1)C(c1cccnc1)N(C)C2=O (stereo not given)	-9	3	8	-6	-15	0	22	5	10	-27	10
COc1ccc(NC(=O)Cc2coc3cc(C)ccc23)cn1	23	2	-2	-4	-10	3	-23	4	-26	-20	-10
CCC(C)(C)n1nnnc1C(c1cc(OC)c(OC)c(OC)c1)N1CCN(c2ccccc2)CC1 (stereo not given)	10	0	-9	18	-21	-3	6	0	-1	-10	-5
CN(C(=O)COC(=O)Cc1ccccc1[N+](=O)[O-])C1CCS(=O)(=O)C1 (stereo not given)	8	·	0	10	-3	13	-3	-4	7	3	-4
S=C(Nc1ccc(N2CCOCC2)cc1)Nc1ccc2snnc2c1	6	-1	-5	1	-40	1	-11	76*	-19	73*	-3
Cc1ccc(-n2nnnc2SCC(=O)NCC2(N3CCOCC3)CCCCC2)c(C)c1	-5	·	12	7	22	12	13	-17	-1	16	27
CCOC(=O)c1sc(NC(=O)CSc2ncccn2)nc1C	-12	2	0	-12	-21	4	-33	-13	-33	0	8
CCC(C)c1ccc(NC(=O)Nc2cnccn2)cc1 (stereo not given)	-11	-1	26	-44	-187	39	-207	-54	-236	-9	-24
CCCNC(=O)C1(C)CCN(C(=O)c2cccc(Cl)c2)C1 (stereo not given)	-2	·	4	·	-20	6	4	-11	6	5	-10
COc1cc(C(=S)N2CCOCC2)cc(OC)c1OS(=O)(=O)c1ccc(Cl)cc1	-5	1	-16	-5	3	6	14	-7	21	-18	-12
Cc1cccc(NCCC(=O)c2ccc([N+](=O)[O-])cc2)c1C	-7	1	9	-12	2	14	-11	-13	-9	-8	-12
Cc1ccc(-c2cnn(-c3ccccc3)c2N)cc1	-30	-2	-2	-28	-110	79*	-219	-24	-172	20	-11
O=C(NCc1cccnc1)C1CCCN(S(=O)(=O)c2ccc(Br)cc2)C1 (stereo not given)	-2	-2	-1	9	18	0	20	21	17	3	-19
O=C(c1ccncc1)c1ccc([N+](=O)[O-])cc1	13	1	-18	8	-3	-2	6	-6	7	31	-27
COc1ccc(OC)c2sc(Cl)nc12	0	7	7	12	-31	7	-4	10	9	32	-21
O=C(CN1CCOCC1)Nc1ccccc1C(=O)O	-5	1	11	1	-37	-2	19	6	-1	-16	0
Cc1ccc(OCC(O)Cn2c(NCCc3ccccc3)nc3c2c(=O)[nH]c(=O)n3C)cc1 (stereo not given)	2	0	-4	5	-28	0	26	-4	17	-26	8
O=C1C=C(c2cccc(CO)c2)C[C@@H](c2ccc3c(c2)OCO3)C1	-4	0	-4	-10	-16	-6	-27	-6	-12	-9	3
CCOc1ccc(N(CC(=O)NC2CCCCC2)C(=O)CCC(=O)Nc2cc(C)ccn2)cc1	-2	3	9	14	5	1	4	-9	18	17	22
COc1ccc(CN2C(=O)c3ccccc3C2=O)cc1C(=O)N(C)CC(=O)Nc1ccc(F)cc1	-17	2	12	2	3	-9	7	-27	13	2	3
O=S(=O)(NCc1cccnc1)c1ccc(Br)s1	2	2	22	2	1	0	18	5	17	-6	1
CCC(=O)Nc1nnc(S(=O)(=O)N(C)c2cc(C)cc(C)c2)s1	-16	·	-1	8	-7	-2	19	6	13	-6	6
O=C(CCCc1nc2ccccc2s1)NCc1ccc(F)cc1	9	-2	-14	-1	-14	1	16	-10	1	3	-12
CCOC(=O)CC(=O)CSc1ncnc2c1nnn2-c1ccccc1	12	0	-9	-14	-12	-2	-11	-41	-17	-3	-12
CCC(CC)C(=O)NCCCN1CCOCC1	7	3	-12	4	-25	-2	14	-6	14	8	19
S=C(NCCc1ccccc1)NCC(c1ccco1)N1CCCCC1 (stereo not given)	5	2	-16	-5	-19	0	-34	-30	-33	-20	-4
CS(=O)(=O)c1ccc2nc(NC(=O)C3CCCCC3)sc2c1	2	2	8	4	-36	-55	-54	-20	-76	-8	-41
Cc1c(O)c2ccccc2oc1=O	6	4	0	-1	21	0	4	-1	17	-8	-22
CCOC(=O)CN1C(=O)C(=O)N(Cc2c(Cl)cccc2Cl)C1=O	1	1	6	-3	-11	-1	-5	-7	3	-10	8
CN(C)S(=O)(=O)c1ccc(N2CCCC2)c(C(=O)Nc2nc(-c3ccc(F)c(F)c3)cs2)c1	6	3	7	8	-24	-6	1	1	13	-12	2
COc1cc(OC)cc(C(=O)N[C@H](C(=O)Nc2nc(-c3cc(OC)ccc3OC)cs2)C(C)C)c1	-10	3	12	-20	4	-8	18	11	15	2	-5
CC1CCC(C(C)C)C(OC(=O)Cn2nnc3c(cnn3-c3ccccc3)c2=O)C1 (stereo not given)	0	-3	6	0	-25	-9	14	3	18	-1	3
Cc1ccc(N/C(N)=N/c2nc(CSc3ccc(C)cc3)cc(=O)[nH]2)cc1	-31	·	31	-6	-5	41	10	16	3	-2	29
CCC(C)[C@H](NC(=O)NCc1ccc(S(N)(=O)=O)cc1)C(=O)O (stereo not given in full)	-3	2	11	4	9	-8	2	-1	14	-4	-32
CCSc1nnc(NC(=O)C2CCCCC2C(=O)O)s1 (stereo not given)	3	2	7	-4	-34	-3	2	-5	17	8	-37
Cc1ccc(S(=O)(=O)CCC(=O)Nc2nc(-c3ccccn3)cs2)cc1	1	3	14	27	0	-5	18	-7	11	3	42
CCCNc1nc(C)cc(-c2cc(C(=O)Nc3ccccc3)on2)n1	-22	1	-3	5	15	-1	11	5	5	-25	8
O=C(CN1CCCC1)N1CCN(c2ccccc2)CC1	3	0	1	4	-4	9	18	31	9	10	12
O=C(CCN1C(=O)C2C3C=CC(C3)C2C1=O)Nc1c(F)cccc1F (stereo not given)	12	-1	3	4	8	2	5	-4	4	9	14
CCN(CC)C(=O)CSc1nnc(CNc2ccc(F)cc2)n1-c1ccccc1	2	0	24	-12	5	-17	18	4	1	24	1
O=C(c1ccc(CS(=O)Cc2ccc(Cl)cc2)o1)N1CCN(C2CCCCC2)CC1 (stereo not given)	7	·	-5	·	0	4	-17	0	6	10	16
O=C(C1CCN(S(=O)(=O)c2ccccc2)CC1)N1CCN(c2ccccc2F)CC1	14	-1	6	·	-18	7	-1	7	7	3	2
COc1ccc(N(CC(=O)NCCc2ccccc2)C(=O)CCC(=O)Nc2nccs2)c(OC)c1	3	-3	-20	·	-10	11	-8	6	11	-1	-3
COc1ccc(CN(C)S(=O)(=O)c2nnc(NC(=O)c3cccc(F)c3)s2)cc1OC	-11	0	37	1	0	-4	28	11	5	-12	14
c1coc(CNC2CCCCCCC2)c1	-6	3	8	3	11	-6	3	0	8	4	6
COc1ccc(CN2CCN(Cc3ccc(C)cc3)C(CCO)C2)cc1OC (stereo not given)	-3	5	-7	3	-7	5	13	7	13	20	12
O=C1[C@H]2[C@H](ON3CCCC[C@H]23)C(=O)N1c1ccc(Cl)cc1	-2	2	-7	-2	-11	-3	1	-6	13	18	-82
CCC(=O)NC(=S)Nc1ccccc1C(=O)OC	-1	1	10	-4	-15	5	12	-24	12	-8	6

# (listing goes on)
Structure	KKLEB cytotox	NR2E3 ag-1	CF NFkB inh	TRPM1 prom inh	NR2E3 ag-2	C8 TRAIL sens	Peg3 prom inh	TROY signal inh	HIF-2a inh	TWEAK-Fn14 inh	Shn3 inh set2
CCOC(=O)C1(CCSC)NC(c2ccco2)C2C(=O)N(CC)C(=O)C21 (stereo not given)	4	2	-14	-6	8	-15	6	10	21	-17	11
O=C(CC1NC2CCCCC2NC1=O)Nc1ccc2c(c1)OCO2 (stereo not given)	7	0	-4	-7	-4	9	-9	17	18	3	-11
O=C(Cc1cccs1)Nc1cc(S(=O)(=O)N2CCCCC2)ccc1Cl	-23	0	-15	3	5	-9	18	-5	-1	-8	5
COc1ccc(-c2c3c([nH]c(=S)c2C#N)CCC3)cc1	-7	·	3	12	-4	-14	13	-20	8	-14	-18
COC(=O)COn1c(-n2nc(C)cc2C)nc2ccccc2c1=O	-16	3	12	-7	-22	-1	1	-2	-2	-11	-15
Cc1cccc(NC(=O)c2cccnc2Cl)n1	1	3	-13	-11	-29	6	-3	-13	-13	11	2
COc1ccc(Oc2cnc3ccccc3n2)cc1	-13	2	40	-51	-49	3	-182	-3	-155	30	-17
C#CCN(C[C@H]1[C@H](OC(=O)Nc2c(C)noc2C)[C@H](OC(=O)Nc2c(C)noc2C)C[C@H]2C(=O)N(c3ccccc3)C(=O)[C@@H]12)S(=O)(=O)c1ccc(C)cc1	21	·	-19	·	-13	-4	-23	-2	1	13	3
O=C(COC(=O)c1ccc[nH]c1=O)NCC1CCCO1 (stereo not given)	-22	-1	6	4	-11	-8	8	0	13	10	-38
COc1cccc(C(C)(O)c2nc(-c3cccc(C#N)c3)cs2)c1 (stereo not given)	-8	·	46	·	13	10	12	22	8	52*	-5
CCCCCN(C(=O)NC(=O)Nc1ccccc1C)S(C)(=O)=O	-5	0	4	5	-2	4	-19	-40	-71	-19	-7

# Quoted from the results shown for reference:
Structure	KKLEB cytotox	NR2E3 ag-1	CF NFkB inh	TRPM1 prom inh	NR2E3 ag-2	C8 TRAIL sens	Peg3 prom inh	TROY signal inh	HIF-2a inh	TWEAK-Fn14 inh	Shn3 inh set2
CCOC(=O)C1(CCSC)NC(c2ccco2)C2C(=O)N(CC)C(=O)C21 (stereo not given)	4	2	-14	-6	8	-15	6	10	21	-17	11
O=C(CC1NC2CCCCC2NC1=O)Nc1ccc2c(c1)OCO2 (stereo not given)	7	0	-4	-7	-4	9	-9	17	18	3	-11
